# From PubChem BioAssay
# RXFP1 antag: blocks the human relaxin receptor RXFP1; Q9HBX9; HEK293-RXFP1, relaxin-stimulated cAMP HTRF, 30 min; hits give low values; activity change, negative = inhibition, % at 57.5 µM; 350,000 tested, 0.59% active; AID 1259400;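 active = activity change of -60% or lower, but not beyond a set lower limit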; note: % is set by controls: 0 for no effect and ±100 for the full control effect
# D1 potentiator: potentiators of human D1 dopamine receptor; HEK293 TREx D1 cells, calcium flux, dopamine EC20 potentiation; 360,000 tested, 0.036% active; P21728; potentiation, % at 10 µM; in the data active = potentiation above about 30%; note: 0% is about no effect
# Target sequence (P21728 whole entry, looked up): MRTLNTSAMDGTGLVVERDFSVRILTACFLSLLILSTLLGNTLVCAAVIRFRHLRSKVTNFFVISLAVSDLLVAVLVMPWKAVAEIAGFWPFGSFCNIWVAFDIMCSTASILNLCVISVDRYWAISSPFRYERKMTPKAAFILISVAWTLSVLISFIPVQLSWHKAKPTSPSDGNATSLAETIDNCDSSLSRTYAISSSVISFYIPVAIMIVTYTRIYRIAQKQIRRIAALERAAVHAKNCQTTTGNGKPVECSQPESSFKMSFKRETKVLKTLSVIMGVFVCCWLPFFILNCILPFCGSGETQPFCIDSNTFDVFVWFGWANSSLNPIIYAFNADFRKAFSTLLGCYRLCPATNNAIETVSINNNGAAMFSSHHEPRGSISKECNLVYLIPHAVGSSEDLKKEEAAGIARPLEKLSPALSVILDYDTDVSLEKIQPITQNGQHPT
# D2 antag: D2 dopamine receptor (human) antagonism. HEK293 TREx D2 cells, calcium flux, dopamine EC80. inhibition, % at 10 µM. 340,000 tested, 2% active. AID 485344; in the data active = inhibition above about 30%; note: 0% is about no effect
# Target sequence (P14416 whole entry, looked up): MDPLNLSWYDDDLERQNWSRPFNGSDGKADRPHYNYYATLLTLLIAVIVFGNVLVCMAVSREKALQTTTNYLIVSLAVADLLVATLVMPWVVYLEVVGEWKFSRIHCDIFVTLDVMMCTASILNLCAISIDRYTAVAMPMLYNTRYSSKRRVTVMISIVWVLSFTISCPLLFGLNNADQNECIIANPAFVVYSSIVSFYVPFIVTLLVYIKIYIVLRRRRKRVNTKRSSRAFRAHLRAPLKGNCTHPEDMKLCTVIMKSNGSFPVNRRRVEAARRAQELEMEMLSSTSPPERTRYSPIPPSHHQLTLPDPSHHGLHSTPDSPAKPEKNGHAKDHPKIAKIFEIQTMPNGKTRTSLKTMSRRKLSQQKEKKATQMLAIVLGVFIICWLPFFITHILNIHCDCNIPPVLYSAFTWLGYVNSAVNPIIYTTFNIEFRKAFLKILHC
#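 Compounds are added to dye-loaded, induced HEK293 T-REx cells coupled to calcium release via D2; after a 3 min kinetic read an EC80 dopamine stimulus is given and fluorescence is recorded for 3 more min.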
# TRHR enhancer: allosterically enhances the human TRH receptor | P34981 | TRHR cells, fluo-8 calcium fluorescence, EC20 TRH enhancement | enhancement, % at 2 µM | 360,000 tested, 0.66% active; in the data active = enhancement above about 30%; note: 0% is about no effect
#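 Enhancer read-out: after compound pinning and an initial kinetic agonist-mode read, an EC20 of TRH (10 nM final) was injected and fluo-8 calcium signal (Ex 480/Em 530) followed at 1 s/cycle for 100 cycles in TRHR-expressing cells.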
# RXFP1 agonist: agonists of human relaxin receptor RXFP1 | Q9HBX9 | HEK293T-RXFP1 cAMP TR-FRET, 30 min; response scale: percent of porcine relaxin response, buffer zero | Potency, µM (highest dose often 57.5 µM), for the others: top-dose activation, actives largely listed as activators | 370,000 tested, 0.3% active; active = well fitted activation curve with a large enough effect; note: potency is the fitted concentration of half-maximal effect; % is set by controls: 0 for no effect and ±100 for the full control effect; nearly all actives have a fitted effect of over 60% in size; many of its hits are not listed in these tables
#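 cAMP rise read by TR-FRET after 30 min, 37C compound exposure (up to 58 uM) in RXFP1-transfected HEK293 cells with Ro 20174 present. EC50 from Hill-equation fits, with 29 nM porcine relaxin as 100% and buffer as basal.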
# D1 agonist: agonists of human D1 dopamine receptor; P21728; HEK293 T-REx D1 cells, calcium flux, agonist mode; activation, % at 2 µM; 360,000 tested, 1% active; in the data active = activation above about 30%; note: 0% is about no effect
#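 Tetracycline-induced HEK293 TREx D1 cells, force-coupled to calcium signalling, were dye-loaded with a no-wash calcium kit. Compound was pin-added after a 10 s baseline. Fluorescence was read kinetically at 1 cycle/s for 180 s, with calcium rises flagged as agonism.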
# D1 antag: blocks dopamine activation of the human D1 receptor; activity change, negative = inhibition, % at 10 µM; HEK293 TREx D1 cells, calcium flux, dopamine EC80; hits give low values; P21728; 360,000 tested, 3.2% active; AID 504652; in the data active = activity change below about -30%; note: % is set by controls: 0 for no effect and ±100 for the full control effect
#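 Antagonism measured as reduced calcium response to an EC80 dopamine addition following 180 s compound pre-read; cells were inducible HEK293 Trex D1 plated overnight at 30 C, read kinetically at 1 cycle/sec.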
# D2 agonist: D2 dopamine receptor (human) agonism; HEK293 T-REx D2 cells, calcium flux agonist mode; 340,000 tested, 0.53% active; activation, % at 2 µM; P14416;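 active = activation over 3 SD above normal in the single-dose calcium agonist read, cut at about 30% in these data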; note: 0% is about no effect
#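 HEK293 Trex D2 cells, tetracycline-induced, o/n 30 C 5% CO2; no-wash Ca dye, RT 30–90 min; 10-cycle baseline, 23 nl cpd added, kinetic Ca read 180 s; agonist hits = positive Ca response.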
# D2 PAM: positive allosteric modulators of human D2 dopamine receptor; HEK293 T-REx D2, calcium flux, EC20 dopamine potentiation; potentiation, % at 10 µM; 340,000 tested, 0.34% active; AID 485347;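 active = potentiation over 3 SD above the plate norm, cut at about 30% in these data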; note: 0% is about no effect
#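 Calcium flux readout, no-wash dye, 1 read/s. Inducible HEK293 Trex D2 line, overnight 30 C. Compound alone 180 s (agonist flags), then EC20 dopamine, another 180 s to score potentiation.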
# The depositor's hits bear a star; . = no result given; & = joins results of further samples. These rows are one share of the data (hit frequency here may not be typical).
SMILES,RXFP1 antag,D1 potentiator,D2 antag,TRHR enhancer,RXFP1 agonist,D1 agonist,D1 antag,D2 agonist,D2 PAM
O=C(O)c1cc(-c2cccnc2)nn1-c1ccccn1,-2.5,-5.6,5.3,-1.6,2.3%,-0.7,2.2,0.1,0.2
CCc1ccc(NC(=S)N(CCCN2CCN(C)CC2)Cc2cccs2)cc1,-7.6,-4.5,-2.6,-2.1,-0.1%,5.8,5.8,-0.1,-11.7
CC(Oc1ccc2c(-c3ccccc3)cc(=O)oc2c1)C(=O)N[C@H](Cc1c[nH]c2ccccc12)C(=O)O (some centres not stated),.,2.1,6.8,9.2,4.1%,1.4,-4.9,0.4,0.6
COc1ccc(-c2cc3c(=O)n(CC(=O)NCc4ccccc4OC)ncn3n2)cc1,-0.1,-5.2,-6.2,-0.6,6.0%,3.4,3.0,-0.2,6.5
CCOc1ccc(NC(=O)c2cccc(NC(=O)c3ccccc3)c2)cc1,-20.3,-2.6,6.9,-3.2,0.9%,5.7,-10.5,-2.0,-6.8
COc1ccc2c(c1)NC(c1cc(Cl)cc(Cl)c1O)c1cccn1-2 (configuration not stated),-6.0,-5.8,-1.5,1.4,3.9%,0.3,-13.6,0.7,2.5
CC(=O)Nc1ccc(S(=O)(=O)N(C)CC(=O)OCC(=O)NC(C)C23CC4CC(CC(C4)C2)C3)cc1 (configuration not stated),15.7,-7.3,-7.6,0.1,3.5%,1.7,-22.7,6.8,-0.5
COc1ccc(CC(=O)Nc2c(C(=O)Nc3ccccc3F)oc3ccccc23)cc1,.,-0.9,.,-3.0,12.5%,2.5,3.9,-0.4,15.5
COc1ccc(OC)c(N/C=C2/CCCCC2=O)c1,-15.2,1.3,-4.4,0.1,0.3%,4.5,-3.7,-0.4,1.5
CC1CN(S(=O)(=O)c2ccccc2)C(C)N1C(=O)N1CCOCC1 (configuration not stated),-0.2,-2.1,9.2,-6.2,1.6%,2.9,-9.6,-0.4,-5.8
CCC1(C(=O)OC)NC(c2ccco2)C2C(=O)N(c3ccc(F)cc3)C(=O)C21 (configuration not stated),4.9,5.8,-11.1,3.0,-2.0%,2.3,-3.9,0.4,-1.6
COc1cc(OC)cc(-c2nc3nc(C)c(CCC(=O)Nc4ccc(F)cc4F)c(C)n3n2)c1,.,-2.9,.,-7.5,-1.3%,0.9,2.4,.,8.8
COCCN(Cc1cc2ccc(C)cc2n2nnnc12)Cc1nnnn1C(C)(C)C,-12.1,0.1,-4.7,-4.8,3.7%,2.1,10.1,-0.9,1.5
COc1cccc(-c2nc(-c3cccs3)no2)c1,-17.5,-3.2,-6.7,-3.5,2.1%,3.3,1.2,-0.5,-4.4
Cc1ccnc(NC(=O)C2CCCN(S(=O)(=O)c3cnc[nH]3)C2)c1 (configuration not stated),.,0.2,-3.5,0.5,4.7%,3.2,1.7,2.4,-3.4
O=c1c2ccccc2n2cnnc2n1-c1ccccc1,-5.4,14.7,6.0,5.3,3.5%,2.3,5.5,0.3,2.0
Cc1ccc(CNC(=O)C2CCCN(S(=O)(=O)N3CCC(C)CC3)C2)cc1 (configuration not stated),-11.5,1.7,4.9,-4.6,-0.3%,11.0,-8.8,0.0,2.4
COc1ccc(-c2noc(CN(C)CCC3CCCCO3)n2)cc1 (configuration not stated),-3.4,-5.1,0.6,6.2,4.3%,4.7,14.2,0.7,-8.7
CCOCCCNC(=O)C(NC(=O)CNC(=O)c1ccccc1)c1ccccc1 (configuration not stated),1.7,-3.5,10.6,0.7,2.0%,2.6,-2.9,-0.4,0.6
CCOC(=O)c1ccc2c(c1)nc(SC/C(O)=C(\C#N)c1nc3ccccc3[nH]1)n2CC,-1.6,3.6,3.4,3.4,2.4%,0.9,4.7,0.2,2.1
CCOc1ccc(C(=O)NCCc2sc(-c3ccc(C)cc3)nc2C)cc1,-17.5,-4.5,.,1.3,2.1%,1.9,-2.5,.,7.2
CCc1nc(N2CCCCC2C)c2oc3ccccc3c2n1 (configuration not stated),5.5,2.3,-16.7,-6.4,5.4%,0.7,2.8,-0.6,7.5
COc1ccc(NC(=O)CS(=O)CC(=O)Nc2ccc(NC(C)=O)cc2)cc1 (configuration not stated),6.7,-6.0,-6.6,3.9,-0.6%,0.8,-4.6,-2.6,.
CCC(CC)C(=O)c1c[nH]c(C(=O)NCCCN2CCOCC2)c1,-1.9,-8.0,3.0,-1.2,1.7%,2.4,20.2,-0.9,2.3
c1ccc2c(C[n+]3csc4ccccc43)cccc2c1,-3.0,0.6,-7.3,8.1,3.0%,3.8,-12.0,0.5,-16.4
COCCN(C(=O)CSCC(=O)Nc1cccc(C)c1)c1c(N)n(Cc2ccccc2)c(=O)[nH]c1=O,-2.3,-0.8,7.3,-5.2,1.5%,0.4,23.1,0.1,-2.0
COc1ccc(N2CCN(C(=O)CCC(=O)N3Cc4ccccc4Oc4ncccc43)CC2)cc1,4.6,-4.7,5.4,8.8,-0.1%,2.2,15.0,-0.2,13.0
CC(=O)c1cccc(N2C(=NC(=O)C3CCCCC3)SC3CS(=O)(=O)CC32)c1 (configuration not stated),-10.4,-10.8,-30.3,-0.7,0.8%,0.6,-10.3,3.0,8.1
O=C(NC1CCCC1)c1ccc(CSc2nc3ccncc3n2Cc2ccc(F)cc2)cc1,-7.6&1.2,-2.6&-3.6,7.4,1.4&-2.3,-1.7%&0.4%,2.3&3.0,-8.2&-5.3,0.8&0.2,4.0&2.4
Nc1c2c(nc3sc4c(c13)CCCCC4)CCCCC2,.,-10.4,-10.3,-4.8,0.7%,6.6,-20.9,-0.4,-6.1
O=C(CN1C(=O)COc2ccc(S(=O)(=O)Nc3ccccc3)cc21)Nc1cccc(Cl)c1,.,-1.0,.,-20.5,2.6%,3.9,-2.8,0.7,-7.7
O=C1NC(=O)/C(=C/c2cc3c(cc2Br)OCO3)S1,8.6,-10.1,-5.0,2.6,6.3%,6.9,-14.1,-0.5,-11.5
CC(C)c1ccc(NC(=O)NN2CCOCC2)cc1,2.8,-3.6,11.0,-1.4,0.4%,5.2,20.4,1.3,4.6
CC(C)C(=O)Nc1ccccc1-c1nc2ccccc2[nH]c1=O,3.8,-5.8,7.3,-8.5,3.0%,1.3,-24.1,1.6,7.8
Cc1cccc(C)c1OCc1nnc(SCC(=O)NCc2ccccc2)o1,-9.1,2.2,-6.4,-0.8,1.8%,4.2,6.4,-0.7,8.8
CCCc1nc2ccccc2n2c(-c3cccc(C)c3)c3c(=O)n(C)c(=O)n(C)c3c12,-5.3,1.6,.,4.2,1.5%,5.0,-2.3,-0.6,.
CC1CCN(C(C)C(=O)Nc2cc(S(=O)(=O)N3CCCCC3)ccc2Cl)CC1 (configuration not stated),-4.2,.,-42.4,8.3,-1.8%,2.7,-1.3,-1.0,-6.8
COc1cc(C(=O)NCC(=O)N/N=C/c2cccnc2)cc(OC)c1OC,4.4,-0.3,-11.0,-0.5,-2.2%,-1.8,-0.9,-0.2,0.2
O=c1c2ccccc2nc(SCc2nc(-c3ccccc3)no2)n1-c1ccc(F)cc1,.,-0.6,-11.6,-3.3,4.4%,3.6,-8.4,0.7,7.7
CCCN1C(C(=O)c2ccccc2)=C(OC(=O)c2ccc(F)cc2)c2ccccc2S1(=O)=O,-3.7,1.2,.,0.7,-0.1%,5.7,-16.9,0.2,-3.0
O=C(OC(C(=O)NCc1cccs1)c1ccccc1Cl)c1ccco1 (configuration not stated),-3.2,-5.6,.,0.4,-0.7%,3.9,-21.6,.,5.8
Cc1ccc(-c2nc(COC(=O)C3=NN(c4ccccc4)C(=O)CC3)cs2)cc1,-0.1,-1.0,-21.4,22.0,0.4%,-0.7,5.7,0.0,-8.5
O=C(CNC(c1ccccc1)c1ccccc1)Nc1cc([N+](=O)[O-])ccc1Cl,-8.3,1.6,.,0.9,-0.5%,4.5,-8.0,.,-9.9
Oc1ccc(Oc2ccc3c(C(F)(F)F)cc(C(F)(F)F)nc3n2)cc1,-32.1,-9.1,7.6,-12.6,-0.4%,3.0,-2.4,1.5,0.3
Cc1nc(NC(=O)CSc2nc3ccccc3s2)sc1C(=O)N(C)C,-17.3,-3.0,-7.0,1.2,0.3%,1.3,-8.0,-1.5,-1.7
O=C1OCCC1(c1ccccc1)c1ccccc1,-2.1,-8.6,13.9,7.4,0.3%,9.2,-10.2,-0.2,-6.6
O=C(CNC(=O)c1ccccc1)OCCOc1cccc(Cl)c1,-15.8,-4.2,13.3,-3.8,1.9%,1.1,-12.6,-0.7,0.0
Cc1ccc(CN2CC34C=CC(O3)C(C(=O)NCc3ccco3)C4C2=O)cc1 (configuration not stated),7.7,6.4,8.0,-0.8,2.2%,1.0,3.0,0.3,-13.3

# Among those listed so far, two have a COOH group.
SMILES,RXFP1 antag,D1 potentiator,D2 antag,TRHR enhancer,RXFP1 agonist,D1 agonist,D1 antag,D2 agonist,D2 PAM
O=C(O)c1cc(-c2cccnc2)nn1-c1ccccn1,-2.5,-5.6,5.3,-1.6,2.3%,-0.7,2.2,0.1,0.2
CC(Oc1ccc2c(-c3ccccc3)cc(=O)oc2c1)C(=O)N[C@H](Cc1c[nH]c2ccccc12)C(=O)O (some centres not stated),.,2.1,6.8,9.2,4.1%,1.4,-4.9,0.4,0.6

# The listing continues.
SMILES,RXFP1 antag,D1 potentiator,D2 antag,TRHR enhancer,RXFP1 agonist,D1 agonist,D1 antag,D2 agonist,D2 PAM
CCOC(=O)C(=O)/C(=C\N(C)C)c1onc(-c2ccccc2Cl)c1C(=O)OC,-2.0,-7.3,-14.1,-3.6,2.8%,1.7,10.4,0.0,-3.9
CCOc1ccc(NC(=O)c2ccc(NC(=O)N3CCSc4ncccc43)cc2)cc1,-16.2,-1.4,.,-1.0,0.1%,-0.5,-26.0,0.7,-6.3
CC(C)NS(=O)(=O)c1cccc2nsnc12,1.6,-3.4,-2.1,4.2,4.8%,3.0,2.6,0.5,1.5
CCCNC(=O)c1ccccc1NC(=O)COc1ccc(OC)cc1,3.5,-2.0,-12.7,-1.2,-0.2%,2.0,-0.4,0.0,-1.5
Cc1nn2c(N3CCCC3)c3c(nc2c1-c1ccccc1)CCC3,-0.5,-1.1,24.8,-2.4,-5.4%,0.0,0.2,-0.6,-6.7
COc1ccc(/C=C(\C#N)C(=O)OCC(=O)Nc2ccc(C(C)(C)C)cc2)cc1,-17.1,-6.0,-4.1,-1.9,-1.4%,0.5,-5.7,0.1,-2.5

# A draw from above in order of molar mass, lowest first.
SMILES,RXFP1 antag,D1 potentiator,D2 antag,TRHR enhancer,RXFP1 agonist,D1 agonist,D1 antag,D2 agonist,D2 PAM
CC(C)NS(=O)(=O)c1cccc2nsnc12,1.6,-3.4,-2.1,4.2,4.8%,3.0,2.6,0.5,1.5
COc1ccc(/C=C(\C#N)C(=O)OCC(=O)Nc2ccc(C(C)(C)C)cc2)cc1,-17.1,-6.0,-4.1,-1.9,-1.4%,0.5,-5.7,0.1,-2.5
CCOc1ccc(NC(=O)c2ccc(NC(=O)N3CCSc4ncccc43)cc2)cc1,-16.2,-1.4,.,-1.0,0.1%,-0.5,-26.0,0.7,-6.3
